# From PubChem
# CRFBP-R2 agonist: agonists of CRF-BP/CRF-R2 complex, primary screen, cell-based, HEK293, calcium dye fluorescence, uHTS. CRF-binding protein / CRF receptor 2 complex (human). calcium dye fluorescence (FLIPR); percent of saturating CRF peptide response. activation, % at 13.2 µM. hit rate 0.46% among 350,000;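 active means activation of at least 50%, plus an integration ratio under a set limit after plate pattern correction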;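 further: plate controls were neutral control wells without compound for no effect and CRF at EC100 for full effect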
# GalR3 antag: GalR3 antagonists in HEK293 cells, primary screen, cell-based, fluorescence readout | Galanin receptor type 3 (Homo sapiens), O60755 | HEK293 GalR3-CNG cAMP membrane potential fluorescence; galR3 body fused to GalR1 C-terminus | inhibition, % at 3 µM | hit rate 0.44% among 360,000 | AID 651719, 2012;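 active means inhibition above the screen-wide average plus 3 SD, cut at about 13% in these data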;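 further: forskolin and galanin both at EC90 stimulate the cells; cAMP rise reported by CNG channel membrane potential dye signal; 0% = forskolin plus galanin with DMSO and 100% = forskolin alone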
# Target sequence (O60755 1-299 limits assumed): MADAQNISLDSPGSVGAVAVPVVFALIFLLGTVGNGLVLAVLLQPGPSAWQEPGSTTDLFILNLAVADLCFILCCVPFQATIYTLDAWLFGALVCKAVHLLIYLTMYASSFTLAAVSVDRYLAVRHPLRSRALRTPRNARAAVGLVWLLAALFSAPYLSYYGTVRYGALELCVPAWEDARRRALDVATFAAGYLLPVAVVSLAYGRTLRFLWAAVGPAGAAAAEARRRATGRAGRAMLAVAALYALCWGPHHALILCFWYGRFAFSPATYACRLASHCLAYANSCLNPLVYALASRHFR
# PHOSPHO1 inh: PubChem AID 1565; hit rate 1.1% among 290,000; recombinant PHOSPHO1, absorbance phosphatase assay; Phosphoethanolamine/phosphocholine phosphatase (Homo sapiens), Q8TCT1; inhibition, % at 13.3 µM; in the data active means inhibition above about 60%
# Target sequence (Q8TCT1 whole entry, looked up): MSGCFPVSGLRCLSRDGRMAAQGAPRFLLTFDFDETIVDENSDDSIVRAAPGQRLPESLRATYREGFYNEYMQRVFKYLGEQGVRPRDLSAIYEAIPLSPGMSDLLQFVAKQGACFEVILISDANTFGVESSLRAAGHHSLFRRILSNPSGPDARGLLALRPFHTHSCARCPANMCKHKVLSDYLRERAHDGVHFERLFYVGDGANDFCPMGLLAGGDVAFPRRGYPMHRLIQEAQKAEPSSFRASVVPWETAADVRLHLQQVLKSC
# MEKK3 PB1 HTS: modulators of MEKK3-MEK5 PB1 binding, primary screen, biochemical, wildtype MEKK3, multiplex bead flow cytometry, Alexa488-MEK5. Mitogen-activated protein kinase kinase kinase 3 (Homo sapiens), Q99759. hit rate 1.4% among 290,000. binding response (% of control), % at 10 µM. AID 1529, 2009. bead-based flow cytometry, Alexa488-MEK5 binding to MEKK3; actives lie on both sides; 0 = blocked by unlabeled MEK5, 100 = vehicle;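 active means binding response more than 3 SD above or below the average of its plate-row segment, actives on both sides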;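 further: Alexa488 bead fluorescence after subtracting the streptavidin-only scavenger bead signal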
# IDE act: human IDE activators in live cells, primary screen, fluorescence polarization, HEK cells, FAbeta-B substrate | Insulin-degrading enzyme (Homo sapiens), P14735 | FAbeta-B cleavage; 0% vehicle, 100% cell-free pure enzyme wells | activation, % at 5.96 µM | hit rate 0.073% among 340,000;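 active means activation above the mean of all tested compounds plus 3 SD, set per screening campaign, cut at about 17% in these data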
# pCIP destab: p/CIP-EGFP fusion destabilizers, primary screen, fluorescence, F442A cells; Q05BA5; 16 h; decrease of EGFP signal, % at 10 µM; hit rate 0.01% among 290,000; AID 1984, 2009;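 active means EGFP signal decrease of at least 30% at 10 µM or well 3 SD below plate mean, unless failing retest; inactive means the rest, including hits failing retest or dose response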; further: some compounds called inactive have numbers as strong as hits; many of its hits are not listed in these tables
# M4 PAM: human M4 muscarinic receptor positive allosteric modulators, primary screen, CHO-K1 cells, Fluo-8 calcium fluorescence; Muscarinic acetylcholine receptor M4 (Homo sapiens), P08173; CHO-K1 hM4/Gqi5, ACh EC20; 0% = ACh EC20, 100% = maximal ACh; activation, % at 3 µM; hit rate 0.4% among 360,000; AID 624126, 2012;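 active means activation above its plate's cutoff, the mean activation of sample wells plus 3 SD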; further: some results filed as inactive read as strong as hits
# Target sequence (P08173 whole entry, looked up): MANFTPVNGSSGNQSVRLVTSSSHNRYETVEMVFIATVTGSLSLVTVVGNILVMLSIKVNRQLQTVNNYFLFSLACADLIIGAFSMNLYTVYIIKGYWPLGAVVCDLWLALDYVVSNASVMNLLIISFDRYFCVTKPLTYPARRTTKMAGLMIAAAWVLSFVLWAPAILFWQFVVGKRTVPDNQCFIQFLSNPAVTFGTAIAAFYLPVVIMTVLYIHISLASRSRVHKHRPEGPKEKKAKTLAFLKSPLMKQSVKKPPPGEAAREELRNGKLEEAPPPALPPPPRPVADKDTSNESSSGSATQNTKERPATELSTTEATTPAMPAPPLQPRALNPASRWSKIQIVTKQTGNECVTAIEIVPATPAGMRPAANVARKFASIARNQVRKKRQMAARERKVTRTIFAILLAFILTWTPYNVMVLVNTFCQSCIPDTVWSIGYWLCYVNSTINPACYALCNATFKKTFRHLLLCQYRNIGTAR
# CRFBP-R2 block: antagonists of CRF-BP/CRF-R2 complex, primary screen, cell-based, HEK293, calcium dye fluorescence, uHTS; CRF-induced calcium fluorescence; inhibition, % at 11.8 µM; hit rate 0.59% among 350,000; AID 588475, 2011;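 active means inhibition of the ligand-induced calcium signal above about 50% at the single tested concentration, limit read from the data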
# IDE cell inh: human IDE inhibitors in live cells, primary screen, fluorescence polarization, HEK cells, FAbetaB substrate; Insulin-degrading enzyme (Homo sapiens), P14735; inhibition, % at 5.59 µM; FAbetaB cleavage; AID 434962, 2010; hit rate 0.41% among 320,000;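 active means percent inhibition above the average of all tested compounds plus 3 SD, set per screening campaign, cut at about 16% in these data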;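 further: IDE supplied by intact live HEK cells; FP after avidin binding of uncleaved biotin substrate so inhibition keeps polarization high; 0% = DMSO wells and 100% = 60 µM reference IDE inhibitor Ii1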
# * marks the source's active call; other numbers are inactive results; x = not tested or not shown.
SMILES,CRFBP-R2 agonist,GalR3 antag,PHOSPHO1 inh,MEKK3 PB1 HTS,IDE act,pCIP destab,M4 PAM,CRFBP-R2 block,IDE cell inh
O=C(O)c1[nH]c2ccccc2c1CC(=O)N1CCN(c2ccccc2)CC1,0.8,7.0,4.2,132.0*,0.4,9.4,14.2,-17.5,-0.8
COc1ccc(/C=N/NC(=O)c2ccc3c(c2)OCO3)cc1,0.7,-6.4,41.9,103.0,3.4,-0.1,3.7,-19.8,1.2
O=C(Cn1c(Cc2ccccc2)nc2ccccc21)NCc1ccc2c(c1)OCO2,-0.7,-0.3,11.6,107.0,4.5,-2.5,-7.3,43.0,4.8
O=C(O)/C=C/C(=O)O,1.7,0.8,x,x,2.1,x,0.6,-9.9,4.0
CCOC(=O)N1CCN(C(=O)COC(=O)C2CCN(S(=O)(=O)c3c(Cl)cccc3Cl)CC2)CC1,0.4,-2.1,x,x,4.5,x,-1.6,19.6,-0.9
CCCCn1c(N)c(N(CCOC)C(=O)COC(=O)COc2c(C)cccc2C)c(=O)[nH]c1=O,0.3,-3.3,x,x,6.1,x,0.3,6.8,-5.4
Cn1c(=O)c2c(ncn2CC(=O)OCC(=O)NNC(=O)c2ccc(Cl)cc2)n(C)c1=O,-0.2,-4.0,x,x,1.1,x,2.0,1.2,2.4
CCN(CC)c1ccc(NC(=O)CN2CCN(CC(=O)Nc3ccc(OC)cc3)CC2)cc1,-1.0,-7.0,22.2,103.0,2.1,1.2,10.7,8.3,-2.1
COc1ccc(NC(=O)c2ccc(-c3ccc(C)c4ccccc34)o2)cc1,1.0,-3.6,-6.1,98.0,4.3,1.2,7.3,2.8,1.4
O=C(C1CC1)N1CCc2cc(Br)cc(S(=O)(=O)NC3CCCCC3)c21,-0.7,-6.0,3.6,99.0,5.0,-2.4,-1.4,-4.8,-2.7
Cc1cc([N+](=O)[O-])ccc1NC(=O)C(C)[n+]1ccccc1 (stereo unspecified),-2.2,-7.3,-29.0,104.0,0.8,6.0,-9.3,1.0,-0.5
COc1ccccc1OC(C)C(=O)Nc1ccccc1C(=O)NCC1CCCO1 (stereo unspecified),1.1,-5.3,27.0,100.0,-0.3,3.9,7.5,-11.5,-2.6
Cc1cc(C(=O)NNc2ccc(F)cc2F)no1,0.7,-6.1,21.9,83.0,4.3,-3.8,4.1,-5.5,3.6
O=C(O)C1(Nc2ccc(Cl)cc2)CCCC1,-0.9,2.2,x,x,4.4,x,5.4,-12.5,x
Cc1ccccc1NC(=O)CN1C(=O)CSc2ccccc21,-0.1,-5.8,36.8,110.0,-4.8,-6.4,7.6,10.6,0.4
CCN(CC)S(=O)(=O)c1cccc(NC(=O)c2cc(-c3cccs3)nn2-c2ccccc2)c1,10.6,4.9,-3.3,103.0,-4.1,-6.4,-11.7,-9.4,-1.5
CCN1CCc2c(OCC(=O)N3CCCCC3)cccc2C1=O,0.0,5.2,18.8,106.0,0.3,-3.3,7.3,3.9,3.3
Cc1cccc(C)c1OCC(=O)Nc1ccc2c(c1)C(=O)NC2=O,-0.1,0.9,42.6,96.0,6.8,-1.0,-5.6,-5.6,-5.0
CCS(=O)(=O)Nc1cccc(C2=NN(S(=O)(=O)c3ccc(C)cc3)C(c3cccs3)C2)c1 (stereo unspecified),2.1,-4.3,0.3,95.0,3.7,1.7,18.4,19.0,5.2
O=C(CN1C(=O)/C(=C/c2ccccc2F)Sc2ccccc21)NCc1cccnc1,-1.4,-4.1,0.6,90.0,4.2,10.8,-12.1,-18.3,-0.6
NC(=O)C[n+]1cccc(CNC(=O)c2ccc(OC(F)F)cc2)c1,-0.4,-0.3,24.9,114.0,-3.4,-2.7,3.0,2.8,9.6
O=C(NNC(=O)c1cc2ccccc2oc1=O)c1ccccc1[N+](=O)[O-],0.3,-2.5,33.5,106.0,3.0,4.5,6.3,10.9,-0.4
CCO[C@@H]1OC(C(=O)N2CCOCC2)=C[C@H](c2coc3ccccc3c2=O)[C@H]1CCCO,-0.3,-3.0,23.7,106.0,6.4,-0.8,15.3,-9.5,-2.3
O=C(O)c1cccc(NC(=O)c2cc(S(=O)(=O)N3CCOCC3)cs2)c1,1.6,-4.8,5.7,98.0,4.1,-19.3,5.4,-13.2,-5.2
N#Cc1c2n(c3c(=O)n(Cc4ccc(Cl)cc4)cnc13)CCCC2,0.4,1.9,5.6,102.0,-0.5,3.8,-0.6,-14.8,0.8
CC(C)(C)C1CCC(OCC(O)CN2CCN(c3ccccc3)CC2)CC1 (stereo unspecified),-1.1,1.3,26.1,103.0,0.5,-4.0,2.0,9.9,0.3
O=C(CC1C(=O)NCCN1Cc1ccc(-c2ccccc2)cc1)NCc1ccccc1 (stereo unspecified),-0.8,-1.3,7.6,102.0,4.3,-24.8,4.2,5.2,-0.1
CNC(=S)N1N=C(c2cccs2)CC1c1ccc(F)cc1 (stereo unspecified),-0.3,-13.0,-2.0,101.0,1.3,-4.1,-4.0,-16.6,1.8
Cc1ccc(NC(=O)C2CCCN(S(=O)(=O)c3c(C)noc3C)C2)nc1 (stereo unspecified),-0.6,-5.0,4.9,104.0,0.7,0.4,-2.5,-4.5,-6.4
O=C(CSc1nnnn1-c1ccccc1)CC(=O)Nc1ccc(Cl)cc1,-3.0,1.3,40.1,101.0,4.6,-5.1,4.8,13.3,-2.8
Cc1cc(-c2ccc(C(=O)O)s2)cnc1N,-0.1,-0.1,-19.6,100.0,6.8,-6.2,5.1,-13.2,0.3
CC(=O)NC(Cc1ccc(F)cc1)C(=O)NC1CCN(S(=O)(=O)c2ccccc2)CC1 (stereo unspecified),-0.2,-8.9,35.7,94.0,3.7,-20.2,-5.4,2.3,7.0
Cc1[nH]nc2c(=S)[nH]c(=O)[nH]c12,1.1,-2.4,x,x,x,x,2.5,2.9,x
O=C(O)COc1ccccc1/C=N/NC(=O)CSc1nnc(SCc2ccccc2)s1,-2.6,-2.5,27.4,105.0,-2.7,-5.2,15.2,-13.3,-2.6
NC(=O)c1cc([N+](=O)[O-])ccc1NCc1ccc(O)cc1,-3.1,2.8,x,x,3.0,x,1.4,5.7,6.6
CCOc1ccc(-c2cc(C(=O)NN=C3CCN(C)CC3)[nH]n2)cc1,2.1,-0.3,27.1,99.0,3.0,-2.9,-0.4,4.9,1.4
COc1cccc2sc(N(CCCN(C)C)C(=O)COc3ccc(Cl)cc3)nc12,4.3,-10.3,3.5,105.0,10.1,11.9,-10.1,-35.2,1.9
N#CCCSCc1ccc(OCC(=O)O)cc1,-0.4,8.1,24.2,105.0,1.8,-11.6,-6.5,2.2,-3.0
CC(=O)O[C@H]1[C@H](C)OC=C[C@@H]1OC(C)=O,2.2,-2.3,-18.6,106.0,-5.2,8.1,6.8,-9.1,5.1
CCC(C)NC(=O)C1CCN(S(=O)(=O)N2CCC3(CC2)OCCO3)CC1 (stereo unspecified),-0.5,-2.4,-5.3,92.0,1.6,1.7,1.1,5.3,-1.3
O=C(NC1CCSc2ccccc21)c1ccccc1Cl (stereo unspecified),0.1,-1.7,42.6,97.0,-0.7,-1.3,-1.6,8.4,4.2
Nc1ncncc1-c1ccc([N+](=O)[O-])cc1,0.3,-10.3,13.5,104.0,2.8,-20.1,6.4,10.9,-3.3
COc1ccccc1C(=O)Nc1sc2c(c1C(=O)NCc1ccco1)CCCC2,0.9,6.3,7.1,105.0,5.1,5.9,0.5,-13.1,-5.2
CCOC(=O)c1nnc(-c2ccc(C)cc2)nc1Sc1ccc(Cl)cc1,-4.7,4.2,5.5,106.0,4.3,4.3,-0.9,6.5,-0.6
COCCNC(=O)c1c[nH]c2ccc(S(=O)(=O)N(C)c3ccc(C)c(C)c3)cc2c1=O,-0.6,-9.5,31.3,104.0,-0.8,-5.0,-6.9,3.2,2.8

# Structures above that contain a furan ring, fused or not (2):
SMILES,CRFBP-R2 agonist,GalR3 antag,PHOSPHO1 inh,MEKK3 PB1 HTS,IDE act,pCIP destab,M4 PAM,CRFBP-R2 block,IDE cell inh
COc1ccc(NC(=O)c2ccc(-c3ccc(C)c4ccccc34)o2)cc1,1.0,-3.6,-6.1,98.0,4.3,1.2,7.3,2.8,1.4
COc1ccccc1C(=O)Nc1sc2c(c1C(=O)NCc1ccco1)CCCC2,0.9,6.3,7.1,105.0,5.1,5.9,0.5,-13.1,-5.2

# More entries
SMILES,CRFBP-R2 agonist,GalR3 antag,PHOSPHO1 inh,MEKK3 PB1 HTS,IDE act,pCIP destab,M4 PAM,CRFBP-R2 block,IDE cell inh
O=C(NCc1ccccc1Br)c1cccc2c1C(=O)c1ccc(N3CCC(Cc4ccccc4)CC3)cc1S2(=O)=O,60.6*,x,x,x,3.9,x,1.9,-34.5,5.7
COc1cc(NC(=O)c2cccs2)c(C(=O)OCC(=O)NCc2ccccc2)cc1OC,1.0,-1.3,7.4,109.0,-1.2,-2.0,0.2,6.6,1.1
Cc1onc(-c2ccccc2)c1C(=O)Nc1ccc2c(c1)OCO2,-1.0,-6.8,4.7,101.0,2.9,3.0,-3.0,5.2,0.5
O=C(NCCS(=O)(=O)c1ccc(Br)cc1)c1ccc(Cl)cc1Cl,-1.9,2.2,43.1,104.0,4.2,-4.1,8.4,-0.6,3.9
COc1ccc(/C=C/C(=O)Nc2c(C)nn(C)c2C)cc1COc1ccc(Br)cc1,-0.1,-5.6,5.3,107.0,10.0,-7.1,-0.7,60.5*,1.8
CC1=NN(C(=O)Cc2ccccc2)C(O)(c2cccnc2)C1 (stereo unspecified),3.2,-2.5,-7.7,90.0,-1.5,2.3,2.7,-15.6,-1.2
COc1ccc(N/N=C(\C#N)C(=N)N2CCOCC2)cc1,-0.8,5.7,-12.4,102.0,7.9,-7.1,-4.5,-2.8,3.0
CC1CC(CCN)(c2ccccc2)C(C)CN1C (stereo unspecified),-0.2,-5.0,3.7,100.0,5.0,2.6,-9.8,8.5,-5.4
O=C(CS(=O)CC(=O)Nc1cccnc1)Nc1ccc(F)cc1 (stereo unspecified),1.3,0.2,36.0,96.0,-4.2,0.0,-1.8,2.7,-3.0
C#CCOCCOCCOCCNc1nc(N2CCN(C(=O)Cn3cc(CCCN=C(N)N)nn3)CC2)nc(N2CCN(C(=O)[C@H](CCCCN)n3cc(CCCC)nn3)CC2)n1,1.3,-4.7,x,x,-0.1,x,5.8,-4.1,-6.2
COC(=O)C1CN(C(=O)c2cccc(OC(F)F)c2)c2ccccc2O1 (stereo unspecified),-0.7,-8.7,26.1,97.0,7.1,-12.7,0.3,1.1,-1.5
O=C(O)c1ccc2c(c1)N(Cc1ccccc1F)C(=O)c1ccccc1S2=O (stereo unspecified),-0.7,-1.8,14.1,104.0,1.9,-2.9,11.4,-0.1,-1.5
CCc1ccccc1NC1=NCC(=O)N1Cc1ccc(OC)cc1,1.0,-2.3,3.7,101.0,3.3,-0.9,2.5,-0.2,2.7
CCOc1ccccc1NC(=S)NC(=O)C1CCCCC1,-0.5,-0.6,43.1,105.0,8.7,0.9,-7.6,-17.8,5.7
Cc1cc(C)n(C(=O)CN2C(=O)CCC2=O)n1,-1.0,-0.6,7.3,114.0,2.2,17.0,7.0,3.2,0.0
